PAFAH2 inh: PAFAH2 (human) inhibition | recombinant PAFAH2, FP-rhodamine activity probe, fluorescence polarization | inhibition, % at 3.39 µM | actives 0.99% (n = 340,000);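 active = inhibition above the mean over all tested compounds plus 3 SD, cut at about 30% in these data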;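 note: inhibitors block probe labeling of enzyme so polarization drops; 0% = enzyme with DMSO and 100% = wells lacking PAFAH2 protein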
PAFAH1B3 inh: PAFAH1B3 (human) inhibition; actives 0.28% (n = 340,000); inhibition, % at 3.39 µM; Q15102; AID 492972; recombinant PAFAH1B3, FP-rhodamine probe, fluorescence polarization;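 active = inhibition above the screen-wide average of all tested compounds plus 3 SD, cut at about 25% in these data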;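 note: 0% = enzyme with DMSO only and 100% = wells lacking PAFAH1B3 protein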
Target sequence (Q15102 whole entry, looked up): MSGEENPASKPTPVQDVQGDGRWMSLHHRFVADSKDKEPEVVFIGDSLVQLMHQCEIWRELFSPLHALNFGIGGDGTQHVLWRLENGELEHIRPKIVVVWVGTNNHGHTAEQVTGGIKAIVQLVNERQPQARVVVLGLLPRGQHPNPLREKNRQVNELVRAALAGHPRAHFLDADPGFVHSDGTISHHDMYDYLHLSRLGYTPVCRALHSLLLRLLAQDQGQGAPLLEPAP
PAFAH1B2 FP inh: inhibitors of human PAFAH1B2; actives 1.2% (n = 340,000); P68402; AID 492953; recombinant PAFAH1B2, FP-rhodamine activity probe, fluorescence polarization; inhibition, % at 3.39 µM;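 active = inhibition above the mean of all tested compounds plus 3 SD, cut at about 24% in these data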;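 note: 0% = enzyme with DMSO and 100% = wells lacking PAFAH1B2; many of its hits are not listed in these tables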
Target sequence (P68402 whole entry, looked up): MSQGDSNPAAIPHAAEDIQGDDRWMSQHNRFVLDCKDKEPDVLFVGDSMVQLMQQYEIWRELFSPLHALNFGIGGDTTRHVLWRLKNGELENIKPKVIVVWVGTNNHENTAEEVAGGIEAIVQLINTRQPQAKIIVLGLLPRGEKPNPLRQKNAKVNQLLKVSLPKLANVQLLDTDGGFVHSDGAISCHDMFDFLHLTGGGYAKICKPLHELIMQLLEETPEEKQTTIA
Numbers without * were called inactive. These rows are one share of the data; count on the stated rates, not on these rows.

SMILES	PAFAH2 inh	PAFAH1B3 inh	PAFAH1B2 FP inh
CCCN(CCC)C(=O)C(c1ccccc1)C1(O)CCCCC1 (configuration not stated)	7	0	6
Cc1nc(NC(=O)C2CC2)sc1C(=O)Nc1ccccc1Cl	8	11	3
COc1cccc(C=C2SC(=S)NC2=O)c1	-3	10	2
Cn1c(N)c(C(=O)CSc2nnc(NC3CCCCC3)s2)c(=O)n(C)c1=O	13	10	1
CC1([N+](=O)[O-])COC(C=Cc2ccccc2)OC1 (configuration not stated)	0	5	-1
O=[N+]([O-])c1c(NCc2ccco2)ncnc1NCc1ccco1	-4	5	6
CC1=NOC(=O)/C1=C\c1ccc(-c2ccc(Cl)c(C(=O)O)c2)o1	49*	19	5
CCOC(=O)/C(C#N)=C/c1cccc(C)c1	-5	11	5
O=C1NC(=S)NC1(c1ccccc1)c1ccccc1	4	3	7
CCN(CC)CCNC(=O)CCc1c(C)nc2c(c(C)nn2-c2ccc(C)cc2)c1C	-5	10	4
CCC1CCCCN1C(=O)COC(=O)c1ccc(S(=O)(=O)N2CCOCC2)cc1 (configuration not stated)	5	9	5
CC(=O)Nc1cc2c3ccccc3ccc2c2ccccc12	-2	-1	-2
CCN(C(=O)COC(=O)c1c(NC(C)=O)sc(C)c1C)c1c(N)n(Cc2ccccc2)c(=O)[nH]c1=O	-4	-9	1
CN(C(=O)c1ccc(NC(=O)Cc2cccc(NC(=O)C3CCN(C(=O)C4CCCCC4)CC3)c2)cc1)C1CC1	-1	-4	-2
N#Cc1nc(COc2ccc(Br)cc2)oc1N1CCN(Cc2ccccc2)CC1	-4	1	5
CC1OC(c2ccccc2)OC2COC(c3ccccc3)OC12 (configuration not stated)	0	11	1
Cc1cc(OCC(=O)OCC(=O)c2ccc[nH]2)ccc1Cl	-3	-2	1
COc1cc(/C=N/NC(=S)NCCc2ccccc2)cc(OC)c1OC	-5	4	-2
COc1ccc(CNC(=O)CN2C(=O)c3ccccc3S2(=O)=O)cc1	-9	15	2
Cc1ccc(S(=O)(=O)N(C)C)cc1NC(=S)NC12CC3CC(CC(C3)C1)C2	-4	3	11
Cc1cccc(Nc2c([N+](=O)[O-])ccc3nonc23)c1C	5	12	6
CC(CNC(=O)c1cccc(Br)c1)n1cncn1 (configuration not stated)	-12	-2	-1
O=C(Nc1ccc(C(=O)N2CCOCC2)cc1)C1CCCC1	2	7	0
C=CC(=O)Nc1cccc(Oc2ccnc(Nc3ccc(N4CCN(C)CC4)cc3)n2)c1	5	2	7
COc1ccccc1CCNC(=O)c1cc(C2CC2)nc2c1cnn2C(C)C	5	5	1
COc1ccc(/C=C/C(=O)OCC(=O)N(C)c2c(N)n(Cc3ccccc3)c(=O)[nH]c2=O)cc1OC	5	11	1
Cc1ccccc1Oc1ccc2c(c1)[C@@H]1C[C@H]3[C@@H](C(=O)N1CC2)[C@H](C)ON3C	3	7	-2
O=C(CN1CCN(C(=O)c2ccc(-c3nc4ccccc4s3)o2)CC1)Nc1ccccc1Cl	4	-2	2
CCOc1cc(/C=C2/COc3ccccc3C2=O)ccc1OCC(=O)N(C)C	-3	5	2
O=S(=O)(CCN1CCN(c2ccccc2O)CC1)c1cc(Cl)ccc1Cl	4	8	5
O=[N+]([O-])c1ccccc1C=NNc1ccccc1	13	10	6
COc1cccc(CC(=NO)c2cccc(OC)c2)c1	1	5	11
CCN1CCCC1CNC(=O)c1cc2ccc(OC)cc2[nH]1 (configuration not stated)	4	-1	-1
COc1ccc(C(=O)n2nc(C)c(Br)c2C)cc1OC	9	10	3
COC(=O)C1=C(C(=O)OC)[C@]2([C@H]3CC=CCN[C@@H](Cc4ccccc4)C(=O)N3Cc3ccccc3)C=C[C@H]1O2	-4	3	7
COc1cc(/C=N/NC(=O)Nc2cccc3nsnc23)cc(OC)c1OC	13	6	0
O=C(N/N=C\c1c[nH]c2ccccc12)c1ccc(O)cc1	9	4	0
COC(=O)c1cc(NC(=O)COC(=O)CN2C(=O)C3CC=CCC3C2=O)cc(C(=O)OC)c1 (configuration not stated)	-1	5	2
O=C(C=Cc1cccs1)c1ccc(Cl)s1	-1	-3	2
CCCNC(=O)c1nnsc1S(=O)c1ccc(Cl)cc1 (configuration not stated)	8	-3	3

One compound at a time, from the list above:
Listed for `COc1cc(/C=N/NC(=O)Nc2cccc3nsnc23)cc(OC)c1OC` → PAFAH2 inh: 13; PAFAH1B3 inh: 6; PAFAH1B2 FP inh: 0
Listed for `CCCN(CCC)C(=O)C(c1ccccc1)C1(O)CCCCC1` (configuration not stated) → PAFAH2 inh: 7; PAFAH1B3 inh: 0; PAFAH1B2 FP inh: 6

14 of the compounds above, with the structure last.
PAFAH2 inh	PAFAH1B3 inh	PAFAH1B2 FP inh	compound
7	0	6	CCCN(CCC)C(=O)C(c1ccccc1)C1(O)CCCCC1 (configuration not stated)
8	11	3	Cc1nc(NC(=O)C2CC2)sc1C(=O)Nc1ccccc1Cl
-3	10	2	COc1cccc(C=C2SC(=S)NC2=O)c1
13	10	1	Cn1c(N)c(C(=O)CSc2nnc(NC3CCCCC3)s2)c(=O)n(C)c1=O
0	5	-1	CC1([N+](=O)[O-])COC(C=Cc2ccccc2)OC1 (configuration not stated)
-4	5	6	O=[N+]([O-])c1c(NCc2ccco2)ncnc1NCc1ccco1
49*	19	5	CC1=NOC(=O)/C1=C\c1ccc(-c2ccc(Cl)c(C(=O)O)c2)o1
-5	11	5	CCOC(=O)/C(C#N)=C/c1cccc(C)c1
4	3	7	O=C1NC(=S)NC1(c1ccccc1)c1ccccc1
-5	10	4	CCN(CC)CCNC(=O)CCc1c(C)nc2c(c(C)nn2-c2ccc(C)cc2)c1C
5	9	5	CCC1CCCCN1C(=O)COC(=O)c1ccc(S(=O)(=O)N2CCOCC2)cc1 (configuration not stated)
-2	-1	-2	CC(=O)Nc1cc2c3ccccc3ccc2c2ccccc12
-4	-9	1	CCN(C(=O)COC(=O)c1c(NC(C)=O)sc(C)c1C)c1c(N)n(Cc2ccccc2)c(=O)[nH]c1=O
-1	-4	-2	CN(C(=O)c1ccc(NC(=O)Cc2cccc(NC(=O)C3CCN(C(=O)C4CCCCC4)CC3)c2)cc1)C1CC1

New compounds follow:
SMILES	PAFAH2 inh	PAFAH1B3 inh	PAFAH1B2 FP inh
C=CCn1c(=O)c2ccccc2n2c(SCC(=O)NC(C)C)nnc12	6	13	9
Brc1cnc(OCc2ccccc2)nc1OCc1ccccc1	5	3	1
CC(=O)c1cccc(NC(=O)CSc2ccc(-c3cccnc3)nn2)c1	1	7	6
O=Cc1ccc([B-](F)(F)F)s1	4	13	-1
COc1ccc(CC(=O)N/N=C(\C)c2cccc(NC(=O)C3CC3)c2)cc1	3	-8	0
CCOC(=O)C1OC2(CCCC2)OC1C(=O)OCC (configuration not stated)	-5	6	7
COc1cc(OCc2ccccc2)c2c(CCC(=O)O)cc(=O)oc2c1	3	1	13
CNS(=O)(=O)c1cccc(C(=O)OCC(=O)c2ccc3c(c2)OCCO3)c1	2	1	5
CN(C)c1c([N+](=O)[O-])cc(N2C(=O)C=CC2=O)cc1[N+](=O)[O-]	-3	15	10
CN1C[C@@H]2[C@@H]3C(=O)N(C)C(=O)[C@@H]3[C@](C)(C1=O)N2C(=O)c1ccc(F)cc1	6	1	-2
CCN1/C(=C/C=C2/SC(=Nc3cccc4ncccc34)N(C)C2=O)Sc2ccccc21	-10	-28	-9
COc1ccc(C(C)(C)C)cc1NC(=O)CSc1ncn[nH]1	2	8	8
CN(C)S(=O)(=O)c1ccc(N2CCCC2)c(C(=O)Nc2ccccc2N2CCOCC2)c1	4	2	-1
Cc1ccc(-c2nnc(-c3ccc4ccccc4c3)o2)cc1	-5	2	4
Cc1[nH]nc(C(=O)NN=Cc2ccccc2Cl)c1N=NN(C)C	1	5	0
CCOc1ccccc1N=Cc1c(O)n(C)c(=O)n(C)c1=O	-15	5	1
NC(=O)c1ncn([C@@H]2O[C@H](CNC(=O)[C@H](N)CSCc3ccccc3)[C@@H](O)[C@H]2O)n1	-2	9	4
O=C(CCC(=O)Nc1cccc([N+](=O)[O-])c1)N/N=C/c1cccs1	-7	5	-2
CCC1([N+](=O)[O-])COC(C=Cc2ccccc2)OC1 (configuration not stated)	1	5	5
CC(C)(C)OC(=O)N1CCC(C(=O)Nc2ccc(C(=O)NC3CC3)cc2)CC1	8	8	9
CCCC(=O)Nc1ccc(C(=O)COC(=O)C2=COCCO2)cc1	-7	2	-5
COc1ccc(C(=O)OCCN2C(=O)c3ccccc3C2=O)cc1OC	-3	7	7
CN(C)c1nc(N(C)C)c2cnn(C)c2n1	-42	3	1
Cn1c(/C=C(\C#N)C(N)=S)ccc1-c1ccc(Br)cc1	5	2	-2
N#Cc1c(N)n(CCOC(=O)c2ccc(Cl)cc2)c2nc3ccccc3nc12	-2	-5	14
CCC(=O)NCCc1nc2cc(NC(=O)c3ccccc3Cl)ccc2n1C	9	0	-3
Cc1ccc(C=NNc2nc3c([nH]2)c(=O)n(C)c(=O)n3C)cc1	4	1	2
Cc1ccc(N=Nc2cc(C)ccc2O)c(C)c1	2	5	5
O=C(NCC1CCN(C(=O)c2c(F)c(F)c(F)c(F)c2F)CC1)c1c(F)c(F)c(F)c(F)c1F	-2	-1	4
Cc1ccc(C(C)NC(=S)NC2CCCCC2)cc1C (configuration not stated)	7	0	17
Cc1cccc(NC(=O)C2C3CCCCC32)c1 (configuration not stated)	0	6	7
COc1ccc(CN2CCNC(=O)C2CC(=O)N(C)Cc2cc(C)no2)cc1OC (configuration not stated)	0	5	5
O=C(OCc1nnc(-c2ccccc2)o1)C12CC3CC(CC(Br)(C3)C1)C2	9	7	17
CC12CCC(=O)N1C(C(=O)NCCc1ccccc1)CS2 (configuration not stated)	4	2	5
CCOc1ccccc1NC(=O)C(NCCc1ccc(OC)cc1)c1ccccc1 (configuration not stated)	3	0	-1
Cc1cc2oc(C(=O)Nc3ccc(S(=O)(=O)Nc4ncccn4)cc3)c(C)c2cc1Cl	-2	0	-10
O=C1CSc2cc(Cl)ccc2N1	8	15	4
O=C(/C=C/c1cccc([N+](=O)[O-])c1)OCC1CCCO1 (configuration not stated)	-2	5	4
O=[N+]([O-])c1cccc(COc2ccc(CN3CCCCC3)cc2)c1	4	9	1
O=C(CCn1cccn1)N1CCCC(N2CCN(c3cccc(Cl)c3)CC2)C1 (configuration not stated)	-1	9	3
CC1CC(C)CN(c2nc3c(c(=O)[nH]c(=O)n3C)n2CCCSc2nc3ccccc3s2)C1 (configuration not stated)	-2	0	6
CC(CNC(=O)COC(=O)c1cccnc1Cl)c1ccccc1 (configuration not stated)	12	5	4
Cc1nn(Cc2c(F)c(F)c(F)c(F)c2F)c(C)c1NC(=O)c1ccc(COc2ccccc2Cl)cc1	-11	6	-1
CN1CCC(=C2c3ccccc3Sc3ccccc32)CC1	-2	9	1
O=C(NCCO)/C(=C\c1ccco1)NC(=O)c1ccco1	0	0	4
O=[N+]([O-])c1ccc(CSc2ccc(S(=O)(=O)N3CCCCCC3)cn2)cc1	5	-3	4
CCOC(=O)c1ccc(N(CC2CO2)S(=O)(=O)c2ccc(C)cc2)cc1 (configuration not stated)	4	7	6
COc1ccc(N2CCN(c3nc4c(C)cccn4c(=O)c3C=C(C#N)C#N)CC2)cc1	-1	11	2
CCC(=O)Nc1ccc2c(c1)Cc1cc([N+](=O)[O-])ccc1-2	1	9	-4
COc1ccc(/C=C2\SC(=S)N(C(Cc3ccccc3)C(=O)O)C2=O)cc1 (configuration not stated)	21	1	5

The listing continues.
SMILES	PAFAH2 inh	PAFAH1B3 inh	PAFAH1B2 FP inh
CC(C)C[C@H]1CNC(=S)N1CC1CCN(CCC2CCCC2)CC1	4	5	0
COc1ccc(N2CCN(CCNC(=O)c3ccc4nc5ccccc5c(=O)n4c3)CC2)cc1	3	4	2
COc1ccc2c(C)cc(=S)[nH]c2c1	6	1	2
CCN1CCN(S(=O)(=O)c2ccc(Cl)c(C(=O)Oc3ccc(CC(=O)OC)cc3)c2)CC1	-6	3	12
CC(C)c1ccc(OCC(O)CN2CCCC2)cc1 (configuration not stated)	0	3	9
CCOC1CCCC(n2cnc3c(=S)nc[nH]c32)O1 (configuration not stated)	-4	-2	0
COC(=O)[C@@H](Cc1ccccc1)NS(=O)(=O)N[C@H](Cc1ccccc1)C(=O)OC	-4	4	4
C=CCn1c(SCCN2C(=O)c3ccccc3C2=O)nc2scc(-c3ccc(F)cc3)c2c1=O	2	-2	1
CCOC=C1C(=O)N(C(C)=O)c2cc(OC)c(OC)cc21	-4	0	0
C=C(CN(C)C)C(=O)c1cc(C)ccc1C	3	6	10
C/C(=N\NC(=O)NC1CCCCC1)c1ccc(Cl)s1	7	2	6
COCCNC(=O)c1c[nH]c2ccc(S(=O)(=O)N3CCC4(CC3)OCCO4)cc2c1=O	-4	-1	2
COc1ccccc1CNc1ncnc2cc(Cl)ccc12	-7	-2	3
CCCCOC(=O)C1C2CCC(O2)C1C(=O)OCC (configuration not stated)	2	5	3
Cc1c(NS(=O)(=O)c2cccc(C(=O)OCC(=O)c3ccc(Cl)cc3)c2)c(=O)n(-c2ccccc2)n1C	30*	0	10
COc1ccc(/C=C(\NC(=O)c2ccc(OC)cc2)C(=O)N2CCCCC2)cc1	1	7	12
NC(=S)n1[nH]c(-c2ccc([N+](=O)[O-])cc2)c(N=Nc2cccc([N+](=O)[O-])c2)c1=O	39*	19	27*
COc1ccc(C(=O)OCC(=O)c2ccc(S(=O)(=O)N3CCCCC3)cc2)c(OC)c1	3	-3	-2
O=C(NCCc1ccccc1)c1ccc(NC(=O)C2CCCCC2)cc1	1	7	6
COC(=O)/C(=C\c1ccc([N+](=O)[O-])cc1)NC(=O)c1ccccc1	1	10	-1
COc1ccc(NC(=O)CN(C)C(=O)c2ccc(S(=O)(=O)Nc3ccccc3C)cc2)cc1	4	16	6
CC1NC(C)c2c(ccc3ccccc23)O1 (configuration not stated)	-3	12	8
CC12CCC(C(N)C1=O)C2(C)C (configuration not stated)	5	6	4
